Compound activity deposited in PubChem BioAssay by Broad Institute.
esBAF inh: Bmi1 luciferase reporter increase in mESCs, primary screen, esBAF inhibitor project, mouse ES cells, Bmi1 luciferase knock-in, single point | 24 h; 100% = twice the neutral-well signal | reporter increase, % at 12.5 µM | 2% of 350,000 active; in the data active = activation above about 40%;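 note: 0% = median of the plate's neutral control wells and 100% = double that signal; a rise in the Bmi1 reporter signal indicates esBAF inhibition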
XiGFP reactiv: activators of inactive X chromosome reactivation, primary screen, imaging, XiGFP fibroblasts, GFP high-content imaging, set 2. XiGFP mouse fibroblasts, % GFP-positive cells imaging, 3 d; cells co-treated with 5-aza-dC sensitizer; scaled so ellipticine positive control = 100%. activation, % at 7.58 µM. 0.055% of 360,000 active. AID 743238, 2013;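 active = mean normalized replicate activation at least 10% and every replicate at or above 10%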;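 note: 0% = median of on-plate neutral control wells and 100% = ellipticine 6 µM median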
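System: 68-5-11 XiGFP fibroblast line; Timing: 3 days compound exposure; Compound dosing: one concentration, pinned; Benchmarks: positive control ellipticine, 6 µM final; Buffer or medium: DMEM containing 5-aza-dC.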
RAD52 anneal inh: RAD52 DNA annealing inhibitors, primary screen, biochemical, FRET, single point, set 2; DNA repair protein RAD52 homolog (Homo sapiens), P43351; recombinant RAD52 DNA annealing, FRET fluorescence; inhibition, % at 18.7 µM; 0.46% of 360,000 active;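 active = every replicate showing at least 50% inhibition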
RAD54 inh: inhibitors of human RAD54 branch migration, primary screen, biochemical, fluorescence, single point; DNA repair and recombination protein RAD54-like (Homo sapiens), Q92698; inhibition, % at 10.4 µM; 0.14% of 360,000 active; RAD54 Holliday junction branch migration, FAM/BHQ fluorescence;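 active = mean normalized replicate activity at least 40 and at least half of replicates scoring 40 or more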;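 note: 0% = median of neutral control wells and 100% = median of positive control wells; inhibitors cause a drop in the FAM fluorescence signal; in these data hits start at about 50%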
CFTR F508del cor: F508del CFTR correction, initial screen, CFBE line, single point. AID 720511, 2013. activity (quench increase), % at 7.58 µM. CFBE cells, YFP halide quenching; stimulated with forskolin plus potentiator P3; % fluorescence drop versus neutral controls. 0.36% of 350,000 active;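 active = mean added fluorescence quench of at least 8% versus neutral control, with both replicates also reaching 8%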;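 note: cells transiently co-express mutant CFTR-F508del with the halide-sensitive YFP; corrector assay measuring rescue of mutant channel to the surface after 24 h compound exposure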
INS-1E GSIS act: GLuc luminescence reporter in INS-1E cells, primary screen for activators of glucose-dependent secretion of insulin; 0.61% of 370,000 active; INS-1E GLuc reporter insulin secretion, 2-3 h; activation, % at 16.6 µM; AID 743287, 2014;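 active = lowest replicate activation of at least 40%, so every replicate reaches that level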;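 note: 0% = median of neutral control wells and 100% = median of IBMX positive control wells; some compounds called inactive have numbers as strong as hits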
ERAP1 inh: human ERAP1 aminopeptidase inhibitors, primary screen, biochemical, single point, plate reader. AID 652197, 2013. Endoplasmic reticulum aminopeptidase 1 (Homo sapiens), Q9NZ08. recombinant ERAP1, Leu-AMC fluorescence, 60 min. inhibition, % at 10.7 µM. 0.15% of 340,000 active;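 active = mean replicate inhibition of at least 30%, or all replicates individually reaching that 30% level; inactive = mean below 30% and not every replicate reaching it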;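 note: 0% = neutral control wells and 100% = L-leucinethiol positive control wells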
Target sequence (Q9NZ08 whole entry, looked up): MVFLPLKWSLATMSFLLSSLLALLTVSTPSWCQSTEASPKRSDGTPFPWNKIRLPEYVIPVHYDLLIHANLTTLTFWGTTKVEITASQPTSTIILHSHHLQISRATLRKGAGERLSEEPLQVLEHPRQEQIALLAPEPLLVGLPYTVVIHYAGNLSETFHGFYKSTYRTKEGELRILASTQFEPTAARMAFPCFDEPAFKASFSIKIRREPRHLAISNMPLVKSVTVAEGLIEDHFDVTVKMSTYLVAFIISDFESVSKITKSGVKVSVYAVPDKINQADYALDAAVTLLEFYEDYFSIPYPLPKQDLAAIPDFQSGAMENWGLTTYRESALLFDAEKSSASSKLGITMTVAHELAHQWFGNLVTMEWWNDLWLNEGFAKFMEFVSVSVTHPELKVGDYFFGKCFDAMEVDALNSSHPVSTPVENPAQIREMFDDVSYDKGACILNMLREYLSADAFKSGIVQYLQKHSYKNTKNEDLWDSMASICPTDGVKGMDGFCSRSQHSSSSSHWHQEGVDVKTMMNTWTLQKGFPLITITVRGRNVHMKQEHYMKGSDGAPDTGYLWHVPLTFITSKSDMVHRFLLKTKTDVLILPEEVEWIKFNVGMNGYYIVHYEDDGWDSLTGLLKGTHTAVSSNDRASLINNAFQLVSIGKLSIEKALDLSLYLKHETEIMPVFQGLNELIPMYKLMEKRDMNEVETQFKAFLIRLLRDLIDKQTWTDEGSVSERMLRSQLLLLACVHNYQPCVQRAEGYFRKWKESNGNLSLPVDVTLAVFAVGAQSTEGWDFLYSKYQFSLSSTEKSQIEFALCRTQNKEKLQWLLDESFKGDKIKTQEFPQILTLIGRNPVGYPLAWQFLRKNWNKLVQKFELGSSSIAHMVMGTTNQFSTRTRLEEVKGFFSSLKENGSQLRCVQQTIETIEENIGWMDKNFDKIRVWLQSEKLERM
ARNT TACC3 PPI: disruptors of ARNT/TACC3 protein interaction, primary screen, biochemical, AlphaScreen, single concentration; Transforming acidic coiled-coil-containing protein 3 (Homo sapiens), Q9Y6A5; AlphaScreen His-ARNT PAS-B/GST-TACC3 binding, luminescence; TACC3 fragment carries E629A point mutation; AID 623870, 2012; inhibition, % at 9.99 µM; 0.66% of 390,000 active;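 active = mean inhibition of replicates at least 50% and at least half of replicates each reaching 50%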;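 note: 0% = complete ARNT plus TACC3 wells and 100% = ARNT alone without TACC3; many hits fall short of the cut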
An asterisk follows results filed as active; . = no result given. Compounds as they come. About 3.3% of those tested had a hit in this group.

SMILES	esBAF inh	XiGFP reactiv	RAD52 anneal inh	RAD54 inh	CFTR F508del cor	INS-1E GSIS act	ERAP1 inh	ARNT TACC3 PPI
C[C@@H]1CCCCO[C@H](CN(C)Cc2ccc3c(c2)OCO3)[C@H](C)CN([C@H](C)CO)C(=O)c2cc(NS(=O)(=O)c3ccc(F)cc3)ccc2O1	-2	0.1	31	-5	2.0	-18	0	3
CC(C)c1nnc(NC(=O)Cc2ccccc2[N+](=O)[O-])s1	.	0.0	.	10	.	15	.	-1
O=C(Cc1ccc(Br)cc1)Nc1ccc2[nH]ncc2c1	-4	0.1	1	5	-1.7	-1	-7	1
O=S(=O)(Nc1ccc(Cc2ccncc2)cc1)c1cccs1	-4	.	-7	-11	-4.3	-6	3	2
CN(/N=C/c1ccc([N+](=O)[O-])o1)c1ccccc1	15	0.0	5	.	-7.2	-11	10	-7
COC(=O)[C@]12C[C@H](CC(=O)N3CCN(C(=O)c4ccco4)CC3)C(=O)N(Cc3ccccc3)C1=C[C@H](C(C)(C)C)O[C@@H]2C	.	0.1	5	.	-0.5	.	4	.
CCS(=O)(=O)N[C@@H]1CC[C@H](CC(=O)NCc2ccc(Cl)cc2)O[C@@H]1CO	-1	0.0	-15	-4	-0.2	-2	1	-3
O=C(Nc1ccncc1)Nc1cccc(F)c1	-5	0.1	-5	7	0.1	-5	-14	-1
C[C@H]1CN([C@@H](C)CO)C(=O)Cc2cc(NS(=O)(=O)c3cn(C)cn3)ccc2O[C@H]1CN(C)S(=O)(=O)c1cccs1	0	-0.1	-6	2	-0.5	-2	2	-2
Cn1c(CN2CCN(C(=O)c3ccccc3)CC2)nc2cc([N+](=O)[O-])ccc21	.	0.0	1	.	1.7	-4	-4	.
CCCCC(=O)Nc1ccc(NC(=O)c2cnccn2)cn1	.	0.0	-8	.	-1.3	6	2	3
OC[C@@H]1[C@H](c2ccc(-c3ccccc3F)cc2)[C@H]2CN(Cc3cncnc3)CCCCN12	1	-0.1	13	-14	3.3	9	0	2
N#Cc1c(/N=C\c2ccc(O)c([N+](=O)[O-])c2)sc2c1CCCC2	.	0.3	-8	.	-1.4	-3	-6	.
COc1ccc(-c2nc(CCl)cs2)cc1	.	0.0	2	.	-0.4	.	0	0
CN(C)C=NC(=O)c1cc(C(=O)c2ccc(Cl)cc2)c[nH]1	.	0.0	-14	.	-0.7	-6	-1	-4
CC1CCC(NCC(=O)Nc2cccc(S(N)(=O)=O)c2)CC1 (configuration not stated)	6	-0.1	-11	9	-1.8	0	-2	1
CS(=O)(=O)NCCNC(=O)c1cc(OCC(F)(F)F)ccc1OCC(F)(F)F	.	0.0	4	.	-1.4	2	-1	-8
O=C(CNC(=O)c1ccc(Cl)cc1)c1ccccc1	.	0.0	-2	.	1.8	12	.	23
Cc1nc(NC(=O)c2ccco2)sc1-c1csc(Nc2ccc(Cl)cc2)n1	23	0.2	-7	1	2.2	.	5	0
COc1ccccc1/C=C/C(=O)NCC(=O)N/N=C/c1ccc(C)o1	4	0.2	-12	.	-2.6	10	4	-1
S=C(NCCc1ccccn1)Nc1ccc(Cl)cc1	.	-0.1	-7	.	.	8	-1	-2
O=C(OCC(=O)N1CCc2ccccc2C1)c1c(F)cccc1Cl	30	0.2	-7	-5	0.5	8	0	-5
CCc1nc(NC(=O)Cc2csc(C)n2)sc1C(=O)OC	-8	0.0	-18	5	0.7	4	-1	8
CCN(CC)CCN(C(=O)c1ccc([N+](=O)[O-])cc1)c1nc2c(OC)cccc2s1	.	-0.1	8	.	2.4	16	0	-26
O=c1[nH]nc(N/N=C/c2ccccc2OC(F)F)c(=O)[nH]1	2	.	-9	4	-1.0	10	.	-4
Further compounds follow.
SMILES	esBAF inh	XiGFP reactiv	RAD52 anneal inh	RAD54 inh	CFTR F508del cor	INS-1E GSIS act	ERAP1 inh	ARNT TACC3 PPI
O=C1CCCc2c1nc(-c1ccccc1)n2O	.	.	2	.	-0.7	0	1	2
C[C@H](CO)N1C[C@H](C)[C@H](CN(C)S(=O)(=O)c2ccc(F)cc2)Oc2ccc(NC(=O)Cc3cn(C)c4ccccc34)cc2C1=O	1	0.0	-3	-1	1.9	-40	0	.
Cc1ccc(-n2ncc3c(=O)n(CC(=O)N(C)C)cnc32)cc1C	10	0.0	-5	-3	1.8	-2	2	-1
CN(C(=O)CCN1C(=O)c2ccccc2C1=O)c1ccccc1	6	0.0	-4	3	-7.2	11	-2	-4
CCOP(=O)(OCC)C(O)c1cc(OC)c(OC)c(OC)c1 (configuration not stated)	.	1.6	8	.	.	2	0	-7
C=CCN(CC=C)C(=O)Nc1ccc2nc(C)sc2c1	.	-0.1	-2	.	0.6	7	-1	.
Cc1ccc(C(=O)N/C(=C\c2cn(S(=O)(=O)N(C)C)c3ccccc23)C(=O)NCCCN2CCOCC2)cc1	-6	0.0	-1	4	0.9	-3	5	22
C[C@@H]1CN([C@H](C)CO)C(=O)c2cccc(NC(=O)c3nc4ccccc4s3)c2O[C@@H]1CN(C)S(=O)(=O)c1ccc(Cl)cc1	3	-0.1	-12	3	-4.1	4	-1	-4
COc1ccc(-c2noc(=O)n2Cc2ccccc2Cl)cc1	-9	0.1	-8	1	-2.7	-2	1	1
CC(C)CCNC(=O)NC(=O)CSc1nnc(-c2ccccc2Br)o1	-3	.	-16	0	-1.0	-4	-3	-5
COc1ccc(-c2nnc3ccc(SCC(N)=O)nn23)cc1OC	-17	.	.	2	.	26	.	-7
O=C(C[C@@H]1CC[C@@H](NS(=O)(=O)c2ccccc2)[C@@H](CO)O1)NCc1ccncn1	-4	0.2	-16	1	-1.3	2	-2	-5
CC(C)NC(=O)Nc1ccc2c(c1)CC(=O)N([C@@H](C)CO)C[C@H](C)[C@@H](CN(C)S(=O)(=O)c1cn(C)cn1)O2	-8	-0.1	16	4	-3.4	33	-1	-8
CCOC(=O)c1cc(C#N)c(SCC(=O)O)[nH]c1=O	.	0.2	-6	.	2.5	21	5	19
CCNC(=O)C[C@H]1CC[C@H]2[C@H](COc3ccc(NC(=O)c4ccc(F)c(F)c4)cc3C(=O)N2C)O1	5	0.1	-5	-18	-2.8	1	0	-8
COc1ccc(-c2cnc3c(c2)C(=O)N([C@H](C)CO)C[C@@H](C)[C@H](CN(C)C(=O)Cc2ccccn2)O3)cc1	3	-2.0	2	13	2.6	14	-1	-3
O=C(Nc1cccc(Cl)c1)N[C@@H]1CC[C@H](CCn2cc(Cc3ccccc3)nn2)O[C@H]1CO	-3	0.5	-14	-2	3.5	-8	-1	0
C/C(=N\NC(=S)NC1CCCCC1)c1cccs1	-2	0.0	-16	4	-0.4	5	-6	9
CC(=O)N(C)C[C@H]1Oc2cc(C#CC(C)(C)O)ccc2S(=O)(=O)N([C@@H](C)CO)C[C@@H]1C	4	-0.4	1	0	0.5	5	0	-6
COCC(C)n1c(C)cc(C(=O)CSc2ncccn2)c1C (configuration not stated)	.	-0.2	-12	.	-1.0	19	4	-5
NC(=O)c1cc(S(=O)(=O)NCCCc2ccco2)cs1	-3	0.3	-11	4	0.0	34	-1	9
S=C(c1ccc2c(c1)OCO2)N1CCN(c2cccc(Cl)c2)CC1	-1	0.3	-1	-6	7.7	8	-4	0
O=C(C[C@H]1CC[C@H]2[C@@H](COC[C@@H](O)CN2C(=O)c2ccncc2)O1)NCc1ccc(-c2ccccc2)cc1	0	0.2	2	11	2.0	0	-4	-6
O=C(CNC(=O)c1ccc(Cl)cc1)OCn1nnc2ccccc2c1=O	1	-0.1	-4	.	0.9	-3	-2	.
COc1ccccc1NC(=O)N1CC(=O)N2[C@H](C1)[C@H](c1ccc(-c3ccc(F)cc3)cc1)[C@@H]2CO	.	0.1	3	.	-0.5	-14	-3	.
New compounds follow
SMILES	esBAF inh	XiGFP reactiv	RAD52 anneal inh	RAD54 inh	CFTR F508del cor	INS-1E GSIS act	ERAP1 inh	ARNT TACC3 PPI
CC(Sc1nc(N)cc(=O)[nH]1)C(=O)Nc1nc2c(s1)CCCC2 (configuration not stated)	-6	0.2	-17	-12	-1.2	-3	-1	1
O=C(Nc1ccc2c(c1)OCO2)c1cc(C2CCCN(C(=O)CCCc3ccccc3)C2)on1 (configuration not stated)	10	0.3	-16	-4	-0.4	-3	11	.
CC(CNC(=O)CC[C@H]1O[C@@H](n2cnc3c(NC(=O)c4ccccc4)ncnc32)[C@H](O)[C@@H]1O)c1ccccc1 (some centres not stated)	-1	0.1	2	-8	2.0	10	-4	.
CN(Cc1cccs1)S(=O)(=O)c1ccc(Cl)cc1F	5	-0.1	-2	7	-3.5	0	1	-2
COC(=O)c1c(C)oc(C)c1S(=O)(=O)N(Cc1ccccc1)C(C)C	.	0.1	-6	-12	0.4	-29	.	.
Cc1ccc2nsnc2c1NC(=O)COc1ccccc1F	.	0.0	-1	.	-1.7	8	1	-2
C=CCn1c(SCC(N)=O)nc2nc3c(cc2c1=O)COC(C)(C)C3	.	-0.2	-15	-1	0.9	14	-4	-5
Cc1ccc2c(c1)N(C(=O)CCC(=O)NCCN1CCOCC1)CC(C)O2 (configuration not stated)	-3	-0.1	-5	12	-0.1	2	5	6
Cc1ccc(CN2CCN(C/C(Cl)=C/c3ccccc3)CC2CCO)o1 (configuration not stated)	.	0.1	-10	.	-0.1	-1	1	6
Cc1cc2oc(C(=O)N(Cc3ccccc3)c3ccccn3)cc(=O)c2cc1Cl	.	0.0	-8	-2	-2.4	14	-6	.
CC1CCCCN1CCn1c(=S)[nH]c2cc3c(cc2c1=O)OCO3 (configuration not stated)	-5	0.0	23	15	-1.9	-2	-2	-6
NS(=O)(=O)c1ccc(O)c(N2C(=O)c3cccc4c(C(=O)O)ccc(c34)C2=O)c1	.	0.2	-32	.	-1.3	12	1	5
Nc1c(S(=O)(=O)c2ccccc2)c2nc3ccccc3nc2n1Cc1ccco1	22	.	-141	-20	.	-16	-29	-5
C[C@@H]1CN([C@@H](C)CO)C(=O)c2cc(NC(=O)Nc3ccccc3)ccc2O[C@@H]1CN(C)CC1CCCCC1	-5	0.0	1	14	-3.4	0	2	-6
CCc1c(C)nc2ncnn2c1N1CCC(C(=O)N2CCN(c3ccc(F)cc3)CC2)CC1	13	.	.	-4	.	7	.	3
COC(=O)c1ccccc1S(=O)(=O)N1CCC(C(=O)Nc2ccccc2N2CCOCC2)CC1	0	0.0	-1	-5	-0.7	0	7	-6
COc1ccc(CCNC(=O)/C(C#N)=C/c2ccc(OCC(=O)NCC3CCCO3)cc2)cc1OC (configuration not stated)	.	0.2	-4	.	0.6	-1	0	1
Cc1cccc(CN2C3=NCCCN3c3ccccc32)c1	-3	0.1	-10	-1	2.0	1	-6	-4
Cc1ccc(S(=O)(=O)N(CC2CO2)c2cc(Cl)ccc2Cl)cc1 (configuration not stated)	-2	0.0	-13	-2	3.5	-2	-8	3
COCCNC(=O)C[C@H]1CC[C@H]2[C@@H](COC[C@H](O)CN2Cc2cccc(-c3ccncc3)c2)O1	1	0.0	-4	-11	0.7	0	0	-2
Cc1ccc(CNC(=O)COc2cc(O)c3c(c2)OC(C)(C)CC3=O)cc1	4	.	-8	-20	0.9	.	1	11
